Bioassay records from PubChem BioAssay.
MBNL1 CUG block = MBNL1-poly(CUG) RNA binding inhibition. Q9NR56. Potency, µM (titrated, usually from 57.5 µM), without a hit: at the top dose activity change, negative = inhibition, actives largely listed as inhibitors. TR-FRET MBNL1-His/biotin-(CUG)12 binding, 665/545 ratio. hit rate 0.036% among 280,000; active = well fitted inhibition curve with a large enough effect in the signal ratio, with a control signal flat, not every such curve was filed as active; inconclusive = small, poorly fitted or top-dose-only effect, or effect the other way, or a change in a side signal; inactive = no such curve, though single readings can be large or run the other way; the % refers to the signal ratio; also: % is scaled to controls: 0 for no effect and ±100 for the full control effect
Target sequence (Q9NR56 whole entry, looked up): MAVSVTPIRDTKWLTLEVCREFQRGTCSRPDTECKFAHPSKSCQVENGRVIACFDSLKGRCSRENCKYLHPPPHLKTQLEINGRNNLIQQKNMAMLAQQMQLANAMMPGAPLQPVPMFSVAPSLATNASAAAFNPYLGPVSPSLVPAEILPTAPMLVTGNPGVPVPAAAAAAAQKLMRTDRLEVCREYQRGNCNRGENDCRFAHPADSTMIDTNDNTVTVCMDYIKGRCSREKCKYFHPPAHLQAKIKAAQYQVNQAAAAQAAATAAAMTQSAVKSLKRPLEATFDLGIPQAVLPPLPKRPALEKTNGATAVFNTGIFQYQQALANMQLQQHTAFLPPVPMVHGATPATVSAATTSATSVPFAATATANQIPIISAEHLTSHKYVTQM
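Ratiometric TR-FRET (665 over 545 nm, excitation 340 nm) tracks disruption of MBNL1-His/biotin-(CUG)12 complex after 60 min at room temperature, with compounds at 92 nM to 58 uM final.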
BRCA1 expr act = increases BRCA1 expression; MCF7-BRCA1-FFLuc reporter, luminescence, 48 h; response scale: scaled: vehicle 0%, 10 µM genistein 100%; Potency, µM (doses to about 46.1 µM), for the others: at the highest dose activation, usual class: activators; hit rate 1.1% among 380,000; AID 624202; also: nearly all actives have a fitted effect of over 80% in size; some results filed as inactive show a strong effect at the top dose
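First, MCF7-BRCA1-FFLuc cells (2000/well) attach for 2 h; next, compounds are pin-added and incubated 48 h at 37 °C; finally, luciferase reagent is added and luminescence read after 15 min.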
Gal4-VP16 FLuc = inhibits Gal4-VP16 luciferase reporter, ROR gamma counter-screen; Drosophila S2 Gal4-VP16 UAS-luciferase, luminescence, 20 h; Potency, µM (titrated, usually from 53.6 µM), for inactives: at the highest dose activity, negative = inhibition, usual class: inhibitors; hit rate 3.5% among 310,000;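 also: Gal4-VP16 expression switched on by copper sulfate through the metallothionein promoter; % is scaled to controls: 0 for no effect and ±100 for the full control effect; nearly all actives have a fitted effect of over 50% in size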
NPC1 prom act = activators of NPC1 promoter. Potency, µM (doses to about 9.22 µM), without a hit: at the top dose activation, most hits filed as activators. AID 485313. Huh7 NPC1 promoter luciferase reporter, 24 h. hit rate 2.4% among 320,000;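 also: % of control where 0% means no effect; nearly all actives have a fitted effect of over 60% in size; reporter is driven by a mutant NPC1 promoter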
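Huh7 reporter cells (NPC1 promoter driving luciferase) are dosed with compound for 24 h at 37 °C, 5% CO2; luciferase detection reagent is then added and luminescence measured after 10 min at ambient temperature.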
uPA surface inh = cell surface uPA generation inhibition | cell surface uPA generation assay, qHTS | Potency, µM (top dose mostly 38.3 µM), inactives show top-dose activity change, negative = inhibition, actives largely listed as inhibitors | hit rate 0.31% among 330,000; active = well fitted inhibition curve with a large enough effect; inconclusive = small, poorly fitted or top-dose-only effect; inactive = no such curve, though single readings can be large or run the other way; tested in mouse RAW 264.7 cells; also: % is scaled to controls: 0 for no effect and ±100 for the full control effect; nearly all actives have a fitted effect of over 55% in size
CXXC DNA block = blocks binding of human MLL CXXC domain to DNA; Q03164; Potency, µM (series often up to 115 µM), inactives show at the highest dose activity change, negative = inhibition, usual class: inhibitors; MLL-CXXC / FITC-HOXA9 DNA fluorescence polarization; hit rate 0.037% among 290,000; AID 2662; active = well fitted inhibition curve with a large enough effect in the polarisation, with a control signal flat, not every such curve was filed as active; inconclusive = small, poorly fitted or top-dose-only effect, or effect the other way, or a change in a side signal; inactive = no such curve, though single readings can be large or run the other way; the % refers to the polarisation
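Steps: dispense CXXC domain solution (7 uM) → pin compounds or unlabeled HOX-A9 DNA control → 5 min ambient → add FLSN-HOX-A9 solution (50 nM) → spin → 30 min ambient → fluorescence polarization. Tris pH 7.5/NaCl/DTT/BSA buffer.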
FLuc modulator = counter-screen for miR-21 project: firefly luciferase inhibitors or activators | P08659 | purified FLuc, Km substrates, luminescence inhibition | Potency, µM (series often up to 57.5 µM), inactives show at the highest dose activity change, negative = inhibition, usual class: inhibitors | hit rate 6.9% among 360,000 | AID 588342;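 also: plate controls were vehicle for no effect and reference inhibitor for full effect; nearly all actives have a fitted effect of over 55% in size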
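Biochemical qHTS of compounds, final roughly 60 µM downward over six points, against 10 nM purified firefly luciferase using Km concentrations of substrates (10 uM D-luciferin, 10 uM ATP) in Tris acetate pH 7.5 buffer; luminescence output.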
Rab9 promoter act = activates the Rab9 promoter | hit rate 2.8% among 320,000 | Huh7 Rab9 promoter-luciferase reporter, luminescence, 24 h | AID 485297 | Potency, µM (highest dose often 9.22 µM), for the others: top-dose activation, negative = inhibition, hits mostly activators; also: % of control where 0% means no effect; nearly all actives have a fitted effect of over 60% in size
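Huh7 reporter line, Rab9 promoter upstream of luciferase. Compound exposure 24 h at 37 °C in reduced-serum medium with 10% FBS. Read-out: luminescence.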
p53 reactivation = restores transcriptional activity of mutant p53; H1299 p53-A138V BP100-luciferase reporter, luminescence, 24 h; AID 504706; hit rate 0.063% among 320,000; Potency, µM (highest dose often 92.2 µM), inactives show at the top dose activity change, positive = activation, most hits filed as activators; also: % of control where 0% means no effect; nearly all actives have a fitted effect of over 45% in size
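p53-null H1299 cells stably carrying temperature-sensitive p53-A138V and a BP100-luciferase reporter were pinned with compounds (4-point, 1:5 series) and held 24 hrs at 37 deg C. Luminescence was read 10 min after detection reagent.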
ELG1 genotox = induces genotoxicity in HEK293T cells with luciferase-tagged ELG1. HEK293T ELG1-luciferase reporter, luminescence, 16 h. Potency, µM (highest dose often 46 µM), for the others: top-dose activity change, positive = activation, actives largely listed as activators. hit rate 1.3% among 330,000; also: % of control where 0% means no effect; nearly all actives have a fitted effect of over 60% in size
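Reporter readout depends on ELG1 protein level, which increases with genetic stress. After 16 hr compound exposure at 37 °C, luciferase activity was quantified using ONE-Glo.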
RORgamma inh = blocks mouse ROR gamma transcriptional activity | hit rate 5.4% among 310,000 | AID 2551 | Potency, µM (series often up to 53.6 µM), without a hit: at the highest dose activity change, negative = inhibition, actives largely listed as inhibitors | Drosophila S2 Gal4-RORgamma UAS-luciferase reporter, 20 h; also: % is scaled to controls: 0 for no effect and ±100 for the full control effect; nearly all actives have a fitted effect of over 60% in size
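Drosophila Schneider cells stably carrying a metallothionein-driven Gal4 DBD–ROR gamma fusion and a UAS-Photinus luciferase reporter were exposed to compound for 1 hr, then induced with copper sulfate (700 uM final) for 20 hr at ambient temperature before luminescence reading.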
* hit, by the source's call; ? = inconclusive; · = not tested or not shown. Unless noted, calls follow the shape of the dose curve; as a rule, active = well fitted curve in the direction sought with a large enough effect; inconclusive = small, poorly fitted or top-dose-only effect, or another doubt; inactive = no such curve, though single readings can be large; an effect the other way counts as inactive or inconclusive. Potency is read from the fitted curve at half-maximal effect. Not all compounds are listed. The share of hits here may be higher or lower than overall.

SMILES | MBNL1 CUG block | BRCA1 expr act | Gal4-VP16 FLuc | NPC1 prom act | uPA surface inh | CXXC DNA block | FLuc modulator | Rab9 promoter act | p53 reactivation | ELG1 genotox | RORgamma inh
Cc1cc(OCC(=O)O/N=C(\N)c2ccccc2)cc(C)c1Cl | 15% | 53% | 5% | 2% | 7% | 0% | -20% | 3% | 28% | 0% | 22%
O=[N+]([O-])c1cc(CN2CCC(O)CC2)ccc1Cl | 20% | -1% | 5% | -5% | 0% | 1% | -1% | -1% | 11% | -5% | 17%
CC(C)c1nc2c(c(=O)c3ccccc3n2C)c(=O)n1CCc1ccccc1 | · | 1% | -1% | -9% | 0% | -6% | -2% | -8% | -4% | -11% | -23%
CCC(C)[C@H](NC(=O)Nc1ccc(Oc2ccccc2)cc1)C(=O)O (stereo partly drawn) | 8% | 2% | -2% | 2% | -4% | -10% | ? | -9% | 2% | -1% | 15%
Cc1nn(Cc2ccc(C(=O)Nc3ccccc3F)cc2)c(C)c1Cl | 1% | 0% | -5% | -1% | 6% | -6% | ? | 0% | 3% | -5% | -3%
O=C(Nn1cnc2ccccc2c1=O)c1ccccc1Cl | 4% | 40% | -5% | 19% | -12% | -9% | ? | 3% | ? | 13% | 23%
O=C(Cc1cc(=O)[nH][nH]1)N/N=C/c1ccccc1[N+](=O)[O-] | ? | 11% | -5% | -5% | 4% | 6% | 3% | -2% | -1% | 3% | 7%
COc1ccc(C(=O)NN2C(=O)C3C4C=CC(O4)C3C2=O)cc1 (stereo not drawn) | -11% | 14% | ? | 5% | 1% | 9% | -1% | 5% | 9% | 1% | ?
CC(=O)Oc1ccc(-c2nc(-c3cccnc3)no2)cc1 | 2% | ? | -1% | 3.5µM* | 1% | 8% | 6µM* | ? | ? | 5.8µM* | 0%
Cc1csc2ncc(C(=O)Nc3ccc4c(c3)OCCO4)c(=O)n12 | -5% | ? | -4% | ? | 1% | -13% | ? | 2.2µM* | · | 2.3µM* | 20%
Fc1cc(Br)cc(F)c1NC(=S)N1CCOCC1 | -8% | 9% | 10% | 3% | -4% | -4% | -3% | -5% | 17% | 2% | 10%
O=C(CCS(=O)(=O)c1ccc(Br)cc1)N1CCN(c2ccc(F)cc2)CC1 | -4% | 0% | 2% | 0% | -3% | 6% | 2% | -2% | -5% | -3% | 30%
COc1cccc2cc(-c3cc(=O)oc4cc(C)c(OCC(C)=O)cc34)oc12 | -4% | 0% | 0% | 3% | 2% | 2% | 1% | 4% | 29% | -6% | 1%
O=S(=O)(NCCN1CCOCC1)c1ccc(Cl)s1 | -2% | -4% | 4% | -9% | 1% | 1% | 6% | 0% | -9% | 1% | -12%
CCOc1ccccc1-c1nc(CN2CCC(C(=O)N3CCOCC3)CC2)c(C)o1 | -5% | -7% | 6% | -3% | ? | 18% | 3% | 7% | -9% | 7% | -1%
O=C(N/N=C/C=C\c1cccc([N+](=O)[O-])c1)c1ccccn1 | ? | 38% | 18% | 13% | 3% | 0% | -11% | 17% | ? | -2% | 15%
CCS(=O)(=O)N1CCC(C(=O)NCc2ccco2)CC1 | 2% | 13% | 2% | -1% | 0% | 1% | -2% | -1% | -1% | 2% | 25%
COc1cccc(Cn2nnc(C(=O)NCCc3ccc(Cl)cc3)c2N)c1 | -8% | 2% | -6% | -2% | -28% | -7% | 0% | -8% | 2% | 3% | -29%
Cc1ccc2[nH]c(CNC(=O)c3ccc(F)cc3)cc2c1 | 3% | 49% | 17% | 10% | -2% | 5% | -12% | 4% | ? | 0% | 3%

Reformatted with two lines to a compound: entries from further up.
Second line of a record – MBNL1 CUG block | BRCA1 expr act | Gal4-VP16 FLuc | NPC1 prom act | uPA surface inh | CXXC DNA block | FLuc modulator | Rab9 promoter act | p53 reactivation | ELG1 genotox | RORgamma inh
Cc1cc(OCC(=O)O/N=C(\N)c2ccccc2)cc(C)c1Cl
 : 15% | 53% | 5% | 2% | 7% | 0% | -20% | 3% | 28% | 0% | 22%
O=[N+]([O-])c1cc(CN2CCC(O)CC2)ccc1Cl
 : 20% | -1% | 5% | -5% | 0% | 1% | -1% | -1% | 11% | -5% | 17%

Of the compounds above, 3 contain an aryl methoxy group.
SMILES | MBNL1 CUG block | BRCA1 expr act | Gal4-VP16 FLuc | NPC1 prom act | uPA surface inh | CXXC DNA block | FLuc modulator | Rab9 promoter act | p53 reactivation | ELG1 genotox | RORgamma inh
COc1ccc(C(=O)NN2C(=O)C3C4C=CC(O4)C3C2=O)cc1 (stereo not drawn) | -11% | 14% | ? | 5% | 1% | 9% | -1% | 5% | 9% | 1% | ?
COc1cccc2cc(-c3cc(=O)oc4cc(C)c(OCC(C)=O)cc34)oc12 | -4% | 0% | 0% | 3% | 2% | 2% | 1% | 4% | 29% | -6% | 1%
COc1cccc(Cn2nnc(C(=O)NCCc3ccc(Cl)cc3)c2N)c1 | -8% | 2% | -6% | -2% | -28% | -7% | 0% | -8% | 2% | 3% | -29%
